# ALDH1A1 inh: ALDH1A1 (human) enzyme inhibition; P00352; AID 1030; Purified ALDH1A1, NADH fluorescence, propionaldehyde substrate; Potency, µM (highest dose often 75.3 µM), for inactives: at the highest dose activity, negative = inhibition, hits mostly inhibitors; hit rate 7.3% among 220,000; active means well fitted inhibition curve with a large enough effect, not every such curve was filed as active; inconclusive means small, poorly fitted or top-dose-only effect, or another doubt; inactive means no such curve, though single readings can be large or run the other way;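 further: plate controls were no enzyme wells and a reference inhibitor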
# TRb SRC2 PPI: TRbeta-SRC2 interaction inhibition; hit rate 0.065% among 280,000; TRbeta-SRC2 peptide binding, fluorescence polarization; receptor liganded with 1 µM T3; Potency, µM (highest dose often 106 µM), inactives show top-dose activity change, negative = inhibition, most hits filed as inhibitors; P10828;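 further: plate controls were bound peptide for no effect and peptide without receptor for full effect; nearly all actives have a fitted effect of over 50% in size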
# Target sequence (P10828 whole entry, looked up): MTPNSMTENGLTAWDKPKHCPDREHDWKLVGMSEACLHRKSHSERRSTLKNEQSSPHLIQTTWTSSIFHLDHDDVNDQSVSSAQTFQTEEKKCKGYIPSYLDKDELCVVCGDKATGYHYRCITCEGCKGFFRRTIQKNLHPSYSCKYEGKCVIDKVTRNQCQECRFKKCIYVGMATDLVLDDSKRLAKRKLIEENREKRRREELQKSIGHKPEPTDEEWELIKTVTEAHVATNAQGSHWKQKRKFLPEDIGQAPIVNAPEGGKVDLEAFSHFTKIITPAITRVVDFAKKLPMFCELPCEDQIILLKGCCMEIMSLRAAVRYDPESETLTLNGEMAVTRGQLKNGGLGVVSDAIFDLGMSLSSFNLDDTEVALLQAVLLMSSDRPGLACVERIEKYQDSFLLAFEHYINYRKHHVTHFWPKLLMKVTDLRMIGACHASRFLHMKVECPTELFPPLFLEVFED
#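 Human TRb LBD (0.6 uM) plus Texas Red-labeled SRC2 peptide (20 nM), 1uM T3, 5% DMSO, 5 hr at ambient temperature. Decreased polarization (555/632 nm) flags inhibition; data normalized to free and bound peptide controls.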
# Tau ThT inhib: tau fibrillization inhibition (ThT binding); P10636; recombinant tau K18 P301L, heparin-induced fibrillization, ThT fluorescence; Potency, µM (doses to about 57.4 µM), without a hit: at the top dose activity, negative = inhibition, hits mostly inhibitors; hit rate 2.1% among 270,000; AID 1460; further: nearly all actives have a fitted effect of over 55% in size
# Target sequence (P10636 561-689 P618L limits assumed): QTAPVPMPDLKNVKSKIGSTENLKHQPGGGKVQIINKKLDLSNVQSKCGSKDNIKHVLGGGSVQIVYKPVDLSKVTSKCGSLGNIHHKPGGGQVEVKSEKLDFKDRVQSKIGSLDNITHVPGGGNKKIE
#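 K18 P301L tau (15 uM + 0.24 uM Alexa 594-tagged), heparin 20 uM, NaOAc pH 7, 6 h 37 C; ThT 30 uM, 1 h RT, ex 450/em 510 nm.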
# Tau FP inhib: inhibitors of human tau fibril formation. hit rate 0.39% among 280,000. K18 P301L tau heparin fibrillization, Alexa594 FP, 6 h. P10636. Potency, µM (series often up to 57.7 µM), without a hit: at the highest dose activity, negative = inhibition, usual class: inhibitors; further: nearly all actives have a fitted effect of over 55% in size
#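 FP of Alexa 594-tau after heparin (20 uM) induction. Substrate: human K18 P301L, 15 uM unlabeled, 0.24 uM labeled. Buffer 100 mM sodium acetate pH 7. 6 hr, 37 C.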
# L3MBTL1 block: blocks human L3MBTL1. AlphaScreen L3MBTL1–H3K9me1 peptide binding. hit rate 0.66% among 230,000. AID 485360. Potency, µM (doses to about 57.1 µM), without a hit: at the top dose activity, negative = inhibition, most hits filed as inhibitors. Q9Y468; further: nearly all actives have a fitted effect of over 60% in size
#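 L3MBTL1 (50 nM) pre-complexed 30 min with biotinylated H3(1-15)K9me1 peptide (75 nM), then compounds added for 30 min at room temperature; AlphaScreen streptavidin donor/nickel chelate acceptor beads (10 ug/mL final) read after 30 min dark incubation.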
# GLA spleen mod: alpha-galactosidase A (human) modulation | P06280 | human spleen homogenate, 4MU-alpha-Gal fluorescence, 40 min | Potency, µM (series often up to 80 µM), for inactives: top-dose activity change, negative = inhibition, most hits filed as inhibitors | hit rate 0.008% among 240,000 | AID 2107;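 further: 0% = enzyme with vehicle and -100% = no enzyme basal signal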
#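 qHTS titration in buffer at pH 5.0. Alpha-galactosidase activity in spleen homogenate was measured via 4-methylumbelliferone release from 1 mM fluorogenic substrate after 40 min at 37C and a pH 10 stop. AC50 came from Hill fits of control-normalized data.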
# TexasRed fluor: alters Texas Red total fluorescence, flagging assay interference; TRb/SRC2 Texas Red total fluorescence interference; Potency, µM (top dose mostly 106 µM), for the others: at the highest dose fluorescence change, negative = quenching; hit rate 0.29% among 280,000; AID 1479; active means well fitted curve in either direction with a large enough effect; inconclusive means small, poorly fitted or top-dose-only effect
#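 Human TRb ligand-binding domain at 0.6 uM with 20 nM Texas Red SRC2 peptide in Tris buffer containing 1 uM T3 and 5% DMSO, incubated with compound 5 h at ambient temperature. Total fluorescence (555/632 nm) calculated as parallel + 2 × perpendicular.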
# Tau fluor cs: counter-screen for tau fibril formation inhibitors | Potency, µM (doses to about 57.7 µM), without a hit: top-dose activity change, negative = decrease | hit rate 0.93% among 280,000 | AID 1463 | tau K18 P301L Alexa594 fluorescence, heparin fibrillization; further: nearly all actives have a fitted effect of over 55% in size
#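 Human tau K18 P301L (15 uM unlabeled, 0.24 uM Alexa 594-labeled) in 100 mM sodium acetate pH 7 with 20 uM heparin, 6 hr at 37 C. ThT 30 uM added, 1 hr ambient; Alexa 594 FP and total fluorescence read at 555/632 nm.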
# * = called active by the depositor; ? = inconclusive; · = no result given; & = joins results of further samples; [ ] = another dose, or the depositor's remark. Unless noted, the call rests on the fitted dose curve; in most records, active means well fitted curve in the direction sought with a large enough effect; inconclusive means small, poorly fitted or top-dose-only effect, or another doubt; inactive means no such curve, though single readings can be large; an effect the other way counts as inactive or inconclusive. Unless noted, on the % scale 0 is the no-effect control and ±100 the full control effect; potency means the concentration at half of the fitted maximal effect.
# A first look, two compounds:
# Abbreviations – A = ALDH1A1 inh; B = TRb SRC2 PPI; C = Tau ThT inhib; D = Tau FP inhib; E = L3MBTL1 block; F = GLA spleen mod; G = TexasRed fluor; H = Tau fluor cs
structure: CCOC(=O)c1cc2c(ccn2C)n1Cc1ccc(Cl)cc1
  A: -5.2% | B: -0.4% | C: ? | D: -4.3% | E: -7.2% | F: -2.5% | G: -0.6% | H: -22.8%
structure: CC(C)(C)C(=O)Nc1c2c(nc3c1CCC3)CCCC2
  A: 0.4% | B: -3.1% | C: -8.5% | D: -0.2% | E: -4.1% | F: -1.8% | G: 1.5% | H: -0.5%

# All compounds of this part (from the top)
# Abbreviations – A = ALDH1A1 inh; B = TRb SRC2 PPI; C = Tau ThT inhib; D = Tau FP inhib; E = L3MBTL1 block; F = GLA spleen mod; G = TexasRed fluor; H = Tau fluor cs
structure: CCOC(=O)c1cc2c(ccn2C)n1Cc1ccc(Cl)cc1
  A: -5.2% | B: -0.4% | C: ? | D: -4.3% | E: -7.2% | F: -2.5% | G: -0.6% | H: -22.8%
structure: CC(C)(C)C(=O)Nc1c2c(nc3c1CCC3)CCCC2
  A: 0.4% | B: -3.1% | C: -8.5% | D: -0.2% | E: -4.1% | F: -1.8% | G: 1.5% | H: -0.5%
structure: O=C(Nc1ccc(NC(=O)c2cccs2)cc1)c1cccnc1
  A: 4.9% | B: 5.2% | C: 0.7% | D: 6.8% | E: 5.4% | F: 0.4% | G: 0.6% | H: 10.1%
structure: Cc1ccc(-c2nnc(Nc3ccc(Cl)cc3)c3ccccc23)cc1S(=O)(=O)NCC1CCCO1 (stereo unspecified)
  A: · | B: 9.4% | C: -0.3% | D: ? | E: · | F: · | G: -1.3% | H: ?
structure: COc1ccc2c(c1)CC(C(=O)NCc1ccc(F)cc1)CO2 (stereo unspecified)
  A: · | B: 4.2% | C: 2.9% | D: 2.6% | E: · | F: · | G: 2.4% | H: 3.9%
structure: O=C(NC1CCN(C(=S)NCCc2ccccc2)CC1)C1CC1
  A: 1.2% | B: -0.6% | C: 4.2% | D: -7.4% | E: 5.2% | F: -10.3% | G: -1.9% | H: -2.7%
structure: C=CCOCCN(C)C1=NS(=O)(=O)c2ccccc21
  A: 11.4% | B: -7.0% | C: -4.1% | D: -5.5% | E: 7.4% | F: -0.5% | G: -1.5% | H: -7.5%
structure: CCc1nnc(NC(=O)c2cc(S(=O)(=O)N(CC)CC)ccc2Cl)s1
  A: ? | B: -15.8% | C: -2.1% | D: 7.2% | E: · | F: -9.1% | G: 1.9% | H: -2.8%
structure: COc1ccccc1CNC(=O)CCC1N=C2c3ccccc3N=C(SCC(=O)NCCc3ccccc3)N2C1=O (stereo unspecified)
  A: · | B: 0.6% | C: -2.9% | D: -3.1% | E: · | F: · | G: 6.0% | H: -2.3%
structure: Clc1ccc(CO/N=C/c2cccs2)cc1
  A: 1.9% | B: -9.8% | C: 3.7% | D: 1.7% | E: 41.3%[activator] | F: -5.9% | G: 0.5% | H: 6.2%
structure: O=C(COC(=O)c1ccc(S(=O)(=O)N2CCc3ccccc3C2)cc1)NC(=O)NCc1ccco1
  A: -16.9% | B: -1.8% | C: 5.5% | D: -8.9% | E: · | F: -1.2% | G: -0.6% | H: -12.8%
structure: COc1ccccc1CNc1ncncc1-c1ccccc1CN(C)C
  A: 5.0% | B: 1.5% | C: -3.0% | D: -1.2% | E: · | F: 0.7% | G: -4.1% | H: -2.7%
structure: Cn1c(=O)c2c(ncn2CC(=O)OCC(=O)Nc2ccc(Cl)cc2Cl)n(C)c1=O
  A: 6.2% | B: 0.7% | C: -4.3% | D: -7.2% | E: -2.5% | F: -3.1% | G: -0.3% | H: -5.4%
structure: CCN(CC(=O)NCCc1ccc(Cl)cc1)Cc1nc2ccccc2c(=O)[nH]1
  A: -5.0% | B: -3.1% | C: -1.6% | D: 2.8% | E: -1.9% | F: -5.0% | G: -1.5% | H: -9.5%
structure: CCOC(=O)N1CCC(NC(=O)CCCC(=O)O)CC1
  A: · | B: -4.8% | C: 1.5% | D: 0.0% | E: 8.7% | F: 2.9% | G: -4.4% | H: 0.3%

# Only TexasRed fluor and GLA spleen mod (2 entries from above):
smiles | TexasRed fluor | GLA spleen mod
CC(C)(C)C(=O)Nc1c2c(nc3c1CCC3)CCCC2 | 1.5% | -1.8%
O=C(Nc1ccc(NC(=O)c2cccs2)cc1)c1cccnc1 | 0.6% | 0.4%

# Record cards (already shown). Order of values: ALDH1A1 inh	TRb SRC2 PPI	Tau ThT inhib	Tau FP inhib	L3MBTL1 block	GLA spleen mod	TexasRed fluor	Tau fluor cs
# `CC(C)(C)C(=O)Nc1c2c(nc3c1CCC3)CCCC2` in the list: 0.4%	-3.1%	-8.5%	-0.2%	-4.1%	-1.8%	1.5%	-0.5%
# `Cc1ccc(-c2nnc(Nc3ccc(Cl)cc3)c3ccccc23)cc1S(=O)(=O)NCC1CCCO1` (stereo unspecified) in the list: ·	9.4%	-0.3%	?	·	·	-1.3%	?
# `CCN(CC(=O)NCCc1ccc(Cl)cc1)Cc1nc2ccccc2c(=O)[nH]1` in the list: -5.0%	-3.1%	-1.6%	2.8%	-1.9%	-5.0%	-1.5%	-9.5%
# `O=C(COC(=O)c1ccc(S(=O)(=O)N2CCc3ccccc3C2)cc1)NC(=O)NCc1ccco1` in the list: -16.9%	-1.8%	5.5%	-8.9%	·	-1.2%	-0.6%	-12.8%

# The listing continues:
# Abbreviations – A = ALDH1A1 inh; B = TRb SRC2 PPI; C = Tau ThT inhib; D = Tau FP inhib; E = L3MBTL1 block; F = GLA spleen mod; G = TexasRed fluor; H = Tau fluor cs
structure: Cc1ccc(NC(=O)CCc2nnc3n(C)c(=O)c4sccc4n23)cc1C
  A: · | B: 10.3% | C: -4.4% | D: -8.7% | E: · | F: · | G: -3.3% | H: -11.2%
structure: CC(C)C(NC(=O)c1ccccc1)c1nnc(SCC(=O)Nc2nccs2)n1C (stereo unspecified)
  A: 5.2% | B: -9.0% | C: -10.5% | D: -5.8% | E: -4.5% | F: 3.1% | G: 0.4% | H: -4.1%
structure: CCOC(=O)/C(C(N)=NC)=C(\O)c1ccccc1
  A: -4.6% | B: 7.9% | C: 0.7% | D: 1.5% | E: · | F: 9.2% | G: -0.1% | H: 3.3%
structure: COC(=O)C1SCC2C(=O)N(Cc3cccc(C)c3)CC(=O)N21 (stereo unspecified)
  A: 4.6% | B: 3.1% | C: 2.9% | D: 6.0% | E: · | F: 6.3% | G: 3.5% | H: 5.7%
structure: CCOc1ccc(OCc2ccc(C(=O)OCc3ccccn3)o2)cc1
  A: ? | B: -2.5% | C: -7.9% | D: 3.3% | E: 12.2% | F: -0.3% | G: -8.4% | H: -7.0%
structure: O=C1N=C(N2CCOCC2)S/C1=C\c1cccnc1
  A: 2.6% | B: 3.6% | C: 1.7% | D: -0.9% | E: 6.9% | F: 7.3% | G: 0.0% | H: 4.6%
structure: CN(C)S(=O)(=O)c1cccc(NC(=O)/C=C/c2ccccc2[N+](=O)[O-])c1
  A: -4.0% | B: -6.1% | C: -10.8% | D: -17.6% | E: · | F: 2.5% | G: -6.7% | H: ?
structure: CC(=O)c1ncnn1CC(=O)c1ccc(Cl)cc1Cl
  A: 1.2% | B: 6.6% | C: -16.1% | D: -2.3% | E: 5.2% | F: 2.6% | G: 2.0% | H: -16.4%
structure: Cc1cccc(/C=C/c2ccccc2)n1
  A: 8.0% | B: 3.4%&-2.5% | C: 1.4%&-0.4% | D: 10.5%&1.1% | E: · | F: -2.4%&3.3% | G: -1.2%&0.4% | H: -0.9%&-3.0%
structure: Cc1csc2nc(-c3cccc(NC(=O)c4cccc(F)c4)c3)cn12
  A: · | B: -0.5% | C: 8.2% | D: -16.5% | E: · | F: · | G: 0.1% | H: ?
structure: CC(/C=C/c1ccco1)=N/NC(=O)c1ccccc1Cl
  A: ? | B: -13.5% | C: -17.1% | D: -5.6% | E: 6.5% | F: 3.3% | G: 0.9% | H: -0.1%
structure: CC1CCCCN1S(=O)(=O)c1ccc(N(C(=O)c2cnccn2)C(C(=O)NC2CCCC2)c2cccs2)cc1 (stereo unspecified)
  A: 3.98µM* | B: 8.5% | C: -6.0% | D: 3.6% | E: 0.4% | F: -2.3% | G: 1.7% | H: -9.5%

# Screens as filed in PubChem BioAssay.
